Assay outcomes deposited in PubChem by National Center for Advancing Translational Sciences (NCATS).
HEK293 tox: kills HEK 293 cells. HEK 293 viability, ATP luminescence (CellTiter-Glo), 48-72 h. Potency, µM (highest dose often 115 µM), inactives show at the highest dose activity change, negative = cytotoxicity, usual class: inhibitors. 94,000 compounds, 6.6% hits. AID 1345083; note: potency is the fitted concentration of half-maximal effect; nearly all actives have a fitted effect of over 60% in size
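HEK 293 cells seeded at 250 cells/well were exposed to compound for 48 or 72 hr at 37 degree Celsius. Viability taken as ATP content by CellTiter-Glo luminescence.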
IP6K1 inhibitor: inhibitors of human IP6K1; Q92551; IP6K1 kinase, ADP-Glo luminescence, 2 h; stronger effect = lower value; activity change, % (series mostly up to about 58 µM); 140,000 compounds, 0.81% hits; in the data active = activity change below about -25%
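ADP-Glo luminescence measures ADP made by human IP6K1 during a 2 h RT reaction with ATP/IP6 (mix at 1.3 mM/130 uM); top library doses 57.5 and 19.1 uM final.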
GPT2 inhibitor: inhibitors of human GPT2 alanine aminotransferase; Q8TD30; Recombinant GPT2, coupled pyruvate oxidase/HRP Amplex Red fluorescence; Potency, µM (doses to about 57.7 µM), without a hit: top-dose activity change, negative = inhibition, usual class: inhibitors; 100,000 compounds, 0.25% hits; AID 1671188; note: potency is the fitted concentration of half-maximal effect; nearly all actives have a fitted effect of over 60% in size; many of its hits are not listed in these tables
Target sequence (Q8TD30 whole entry, looked up): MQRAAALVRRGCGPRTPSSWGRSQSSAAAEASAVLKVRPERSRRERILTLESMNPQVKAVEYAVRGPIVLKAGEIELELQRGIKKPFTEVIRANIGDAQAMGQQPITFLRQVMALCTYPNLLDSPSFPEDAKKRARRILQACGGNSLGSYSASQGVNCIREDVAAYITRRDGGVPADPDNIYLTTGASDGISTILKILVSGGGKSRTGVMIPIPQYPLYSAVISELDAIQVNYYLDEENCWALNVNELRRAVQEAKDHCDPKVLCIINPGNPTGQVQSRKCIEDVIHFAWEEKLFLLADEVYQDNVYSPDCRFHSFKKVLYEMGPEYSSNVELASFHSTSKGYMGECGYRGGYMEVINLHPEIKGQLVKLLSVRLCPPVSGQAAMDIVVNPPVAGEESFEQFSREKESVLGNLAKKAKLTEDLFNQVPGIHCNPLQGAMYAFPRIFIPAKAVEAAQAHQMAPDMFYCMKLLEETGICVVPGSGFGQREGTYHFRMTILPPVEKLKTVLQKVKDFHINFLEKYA
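Recombinant GPT2 (10ng/uL) with 250uM a-KG and 2mM L-alanine, 30 min at room temperature, in HEPES pH 7.5 buffer. Pyruvate detected by pyruvate oxidase/HRP/Amplex Red fluorescence after 30 min in the dark; AOA (50uM) as positive control.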
SNCA viab count: counter-screen for SNCA expression inhibitors: cell viability; HEK-293-SNCA-luc viability, GF-AFC fluorescence, 24 h; Potency, µM (highest dose often 57.1 µM), for inactives: top-dose activity change, negative = cytotoxicity, actives largely listed as cytotoxic; 150,000 compounds, 0.12% hits;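 note: potency is the fitted concentration of half-maximal effect; 0% = DMSO-treated cells and -100% = medium-only wells without cells; nearly all actives have a fitted effect of over 30% in size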
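HEK-293-SNCA-luc cells (1500/well) plated 24 h, then exposed 24 h to a dilution series; GF-AFC added 30 min at 37C, fluorescence 405/540 nm; normalised to medium-only and DMSO wells, Hill fit.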
SNCA expr inhib: reduces expression of the alpha-synuclein gene. 140,000 compounds, 0.17% hits. Potency, µM (top dose mostly 57.2 µM), for the others: at the highest dose activity change, negative = inhibition, most hits filed as inhibitors. AID 1671194. HEK-293 SNCA-luciferase knock-in, luminescence, 24 h;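 note: potency is the fitted concentration of half-maximal effect; plate controls were DMSO cells for no effect and cell-free wells for full effect; nearly all actives have a fitted effect of over 45% in size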
NIH3T3 tox: cytotoxic compounds in NIH 3T3 cells | Potency, µM (titrated, usually from 96.7 µM), inactives show at the top dose activity change, negative = cytotoxicity, hits mostly inhibitors | NIH 3T3 viability, CellTiter-Glo ATP luminescence, 48-72 h | 94,000 compounds, 4.3% hits; note: potency is the fitted concentration of half-maximal effect; nearly all actives have a fitted effect of over 55% in size
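ATP-dependent luminescence (CellTiter-Glo) served as the viability signal for NIH 3T3 cells treated with compound for 48 or 72 hr at 37 °C.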
FLuc inh: blocks purified firefly luciferase enzyme activity; Potency, µM (titrated, usually from 115 µM), for the others: at the highest dose activity change, negative = inhibition, usual class: inhibitors; AID 1347043; purified P. pyralis luciferase, luminescence, biochemical; 76,000 compounds, 2.5% hits; note: potency is the fitted concentration of half-maximal effect; nearly all actives have a fitted effect of over 65% in size
Target sequence (P08659 whole entry, looked up): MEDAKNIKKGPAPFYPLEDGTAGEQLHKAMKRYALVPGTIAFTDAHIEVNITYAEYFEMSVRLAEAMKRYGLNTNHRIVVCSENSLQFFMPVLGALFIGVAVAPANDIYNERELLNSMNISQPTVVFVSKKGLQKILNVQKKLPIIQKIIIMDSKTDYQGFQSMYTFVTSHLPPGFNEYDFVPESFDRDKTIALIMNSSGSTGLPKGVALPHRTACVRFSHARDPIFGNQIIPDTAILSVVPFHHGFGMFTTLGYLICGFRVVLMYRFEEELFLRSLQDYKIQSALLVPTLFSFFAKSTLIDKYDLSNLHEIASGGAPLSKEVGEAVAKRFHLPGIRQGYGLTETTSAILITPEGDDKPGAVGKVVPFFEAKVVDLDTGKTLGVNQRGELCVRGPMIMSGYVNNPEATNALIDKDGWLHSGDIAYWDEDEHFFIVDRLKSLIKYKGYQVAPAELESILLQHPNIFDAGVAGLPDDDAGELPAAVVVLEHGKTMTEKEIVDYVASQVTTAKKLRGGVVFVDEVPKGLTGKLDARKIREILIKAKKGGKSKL
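Biochemical qHTS: compound (6-point titration) added to 10uM D-luciferin plus 10uM ATP in Tris acetate pH 7.5 buffer with Mg, Tween-20 and BSA, then purified enzyme at 10nM; light output imaged.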
* hit, by the source's call; [ ] = dose if it differs, or a comment. Unless noted, calls come from the whole dose curve; as a rule, active = well fitted curve in the direction sought with a large enough effect; inconclusive = small, poorly fitted or top-dose-only effect, or another doubt; inactive = no such curve, though single readings can be large; an effect the other way counts as inactive or inconclusive. Unless noted, % is set by controls: 0 for no effect and ±100 for the full control effect. Only part of the results is shown, so the mix of outcomes need not match the whole.

CC(=O)c1cccc(-n2c(=O)c3c4c(sc3n(Cc3ccccc3Cl)c2=O)CN(C(C)=O)CC4)c1 was read as IP6K1 inhibitor 12, SNCA viab count 1% and SNCA expr inhib -3%.
For COc1ccc(-c2nnc3ccc(NC4CCCCC4)nn23)nc1 the results were HEK293 tox -35%[172 µM], IP6K1 inhibitor 5, GPT2 inhibitor inactive, SNCA viab count -4%[87.6 µM], SNCA expr inhib 6%[87.6 µM], NIH3T3 tox -41%[138 µM] and FLuc inh 13%[172 µM].
Screening O=C1c2c(-c3nc(-c4ccsc4)no3)nnn2CCN1CC1CCCO1 (configuration not stated) returned HEK293 tox 1%, IP6K1 inhibitor 9, GPT2 inhibitor -5%, SNCA viab count 6%[12.5 µM], SNCA expr inhib 78%[activator], NIH3T3 tox inactive and FLuc inh -27%.
COc1cccc(C(=O)N2CCCN(c3ccnc4ccnn34)CC2)c1 was read as HEK293 tox -16%, IP6K1 inhibitor -4, GPT2 inhibitor inactive, SNCA viab count 11%, SNCA expr inhib -5% and NIH3T3 tox -22%.
COc1cccc(CNC(=O)c2ccc3c(c2)N(C)C(=O)C2CCCCN32)c1 (configuration not stated) was read as IP6K1 inhibitor -7, SNCA viab count 1% and SNCA expr inhib 25%.
Cc1cc(CNC(=O)C2CC(=O)N(c3ccc(C(C)C)cc3)C2)no1 (configuration not stated) was read as HEK293 tox inactive, IP6K1 inhibitor 26, GPT2 inhibitor -4%, SNCA viab count 2%, SNCA expr inhib 19%, NIH3T3 tox -11% and FLuc inh -7%.
`CC1(C)CN(C(=O)c2ccccc2Oc2ccccc2)CC1(C)O` (configuration not stated) gave HEK293 tox -13%, IP6K1 inhibitor 5, GPT2 inhibitor 3%, SNCA viab count -6%, SNCA expr inhib 9%, NIH3T3 tox 0% and FLuc inh 8%.
For CC(=O)Nc1ccc(-c2nnc3n(Cc4ccc(C)cc4)c(=O)c4ccccc4n23)cc1 the results were IP6K1 inhibitor 34, SNCA viab count 12% and SNCA expr inhib -4%.
`CC1CCN(CCCNC(=O)C2CCCN(Cc3ccncc3)CCC(=O)NCC2)CC1` (configuration not stated) gave HEK293 tox inconclusive, IP6K1 inhibitor 3, GPT2 inhibitor inactive, SNCA viab count 1%, SNCA expr inhib -13%, NIH3T3 tox -11% and FLuc inh -10%.
COc1ccc(-c2ccc3nc(-c4cc(F)ccc4F)oc3c2)c(OC)c1OC was read as HEK293 tox inconclusive, IP6K1 inhibitor 0, GPT2 inhibitor inactive, SNCA viab count -2%, SNCA expr inhib 24%, NIH3T3 tox inconclusive and FLuc inh -22%.
Screening COc1ccc(-c2cc3c(=O)n(CCNC(=O)c4ccccn4)ccn3n2)cc1 returned HEK293 tox -27%, IP6K1 inhibitor -2, GPT2 inhibitor -19%, SNCA viab count -1%, SNCA expr inhib 64%[activator], NIH3T3 tox -27% and FLuc inh 7.9µM*.
Screening CCOC(=O)CNC(=O)c1cc2c(=O)n3cccc(C)c3nc2s1 returned IP6K1 inhibitor -3, SNCA viab count 9% and SNCA expr inhib 43%[activator].

Next section, overlapping the part above by two compounds.
Screening COc1ccc(-c2cc3c(=O)n(CCNC(=O)c4ccccn4)ccn3n2)cc1 returned HEK293 tox -27%, IP6K1 inhibitor -2, GPT2 inhibitor -19%, SNCA viab count -1%, SNCA expr inhib 64%[activator], NIH3T3 tox -27% and FLuc inh 7.9µM*.
Screening CCOC(=O)CNC(=O)c1cc2c(=O)n3cccc(C)c3nc2s1 returned IP6K1 inhibitor -3, SNCA viab count 9% and SNCA expr inhib 43%[activator].
`CCC(=O)Nc1ccc(CC)cc1-c1nc2ccccc2n(CC(=O)c2ccc(OC)cc2)c1=O` gave IP6K1 inhibitor 0, SNCA viab count -14% and SNCA expr inhib -1%.
CCn1cc(S(=O)(=O)N2CCC3(CC2)CN(Cc2ccc(OC)cc2)C3=O)cn1 was read as HEK293 tox -14%, IP6K1 inhibitor 19, GPT2 inhibitor inactive, SNCA viab count -1%, SNCA expr inhib 10%, NIH3T3 tox -21% and FLuc inh -4%.
Screening Cc1ccc(CNC(=O)N2CCCC(c3noc(COc4ccccc4F)n3)C2)cc1 (configuration not stated) returned HEK293 tox inconclusive, IP6K1 inhibitor 0, GPT2 inhibitor inactive, SNCA viab count -2%, SNCA expr inhib 10%, NIH3T3 tox inconclusive and FLuc inh -30%.
For CC(C)Cn1c(CN(C)C(C)c2ccon2)cnc1S(=O)(=O)Cc1ccccc1 (configuration not stated) the results were HEK293 tox inconclusive, IP6K1 inhibitor 10, GPT2 inhibitor -25%, SNCA viab count -2%, SNCA expr inhib -38%, NIH3T3 tox inconclusive and FLuc inh 7%.
Screening Cc1nccc(N2CCC3(CC2)CN(CCCN2CCC(N(C)C)C2)C(=O)O3)n1 (configuration not stated) returned HEK293 tox -21%, IP6K1 inhibitor -5, GPT2 inhibitor -3%, SNCA viab count 11%, SNCA expr inhib 8%, NIH3T3 tox -2% and FLuc inh 1%.
Screening Nc1c(C(=O)NCc2ccc(Cl)cc2)sc2nc(-c3ccc(F)cc3)ccc12 returned IP6K1 inhibitor 22, SNCA viab count inconclusive and SNCA expr inhib -14%.
CCNC(=O)c1n[nH]c2c1CN(C(=O)c1cccc(Cl)c1)CC2 was read as HEK293 tox -4%, IP6K1 inhibitor -16, GPT2 inhibitor inactive, SNCA viab count 11%, SNCA expr inhib -11%, NIH3T3 tox -14% and FLuc inh -2%.
CCc1nnc(NC(=O)CSc2nc3c([nH]c4ccccc43)c(=O)n2-c2ccc(F)cc2)s1 was read as IP6K1 inhibitor -11, SNCA viab count 7% and SNCA expr inhib -10%.
COc1cccc(-c2n[nH]c3c2C(c2cccc(O)c2)N(C)C3=O)c1 (configuration not stated) was read as IP6K1 inhibitor -13, SNCA viab count -20% and SNCA expr inhib 123%[activator].
Screening CCCCn1c(=O)c(C(=O)N2CCN(C(=O)COC)CC2)nc2cccnc21 returned HEK293 tox 4%, IP6K1 inhibitor 15, GPT2 inhibitor inactive, SNCA viab count 9%, SNCA expr inhib 7% and NIH3T3 tox -4%.
COc1ccc(C(=O)N[C@H]2CCOC[C@H]2C2CCOCC2)cc1O was read as HEK293 tox -1%, IP6K1 inhibitor 5, GPT2 inhibitor inactive, SNCA viab count 2%, SNCA expr inhib 1%, NIH3T3 tox -13% and FLuc inh 9%.
Screening FC(F)(F)c1nnc2c(Sc3ccccc3)nc3ccc(Cl)cc3n12 returned IP6K1 inhibitor 2, GPT2 inhibitor -2% and SNCA viab count -26%.
Cc1cc(=O)n(CC(=O)Nc2ccc(F)cc2)c(N2CCN(c3ccccc3)CC2)n1 was read as HEK293 tox inconclusive, IP6K1 inhibitor 14, GPT2 inhibitor 2%, SNCA viab count 0%, SNCA expr inhib 1%, NIH3T3 tox inconclusive and FLuc inh 16%.
Screening CCCc1noc(-c2cn(C3CCN(C(=O)c4ccoc4)CC3)nn2)n1 returned HEK293 tox -3%, IP6K1 inhibitor -2, GPT2 inhibitor inactive, SNCA viab count -3%, SNCA expr inhib -8%, NIH3T3 tox -21% and FLuc inh 10%.
COCCn1nnnc1C1CC2(CCOCC2)C(=O)N1Cc1cccc(C)c1 (configuration not stated) was read as HEK293 tox -12%, IP6K1 inhibitor 0, GPT2 inhibitor inactive, SNCA viab count -1%, SNCA expr inhib inconclusive, NIH3T3 tox inactive and FLuc inh -8%.
Cc1cnc(C(=O)N[C@@H]2CCC[C@@H]2C(=O)Nc2ccc(C)c(F)c2)cn1 was read as HEK293 tox -19%, IP6K1 inhibitor 27, GPT2 inhibitor -12%, SNCA viab count -25%, SNCA expr inhib -2%, NIH3T3 tox -17% and FLuc inh -21%.
COC[C@@H]1CN(C(=O)c2cc3ccccc3[nH]2)C[C@H]1c1nc(C)no1 was read as HEK293 tox inactive, IP6K1 inhibitor -5, GPT2 inhibitor -14%, SNCA viab count 1%, SNCA expr inhib 94%[activator], NIH3T3 tox 1% and FLuc inh inconclusive.
`C=C1C2(C)CC3C4(C)OC(C5OC56C4=CC(=O)OC6(C)C)C3(C)C13C(=O)OC(C)C3(O)C2=O` (configuration not stated) gave IP6K1 inhibitor 5, GPT2 inhibitor inactive and SNCA viab count -10%[23.9 µM].
COc1ccc(OCc2cc(C(=O)NCc3ccncc3C)n[nH]2)c(Cl)c1 was read as HEK293 tox -9%, IP6K1 inhibitor 34, GPT2 inhibitor inactive, SNCA viab count -2%, SNCA expr inhib 27%, NIH3T3 tox -2% and FLuc inh -14%.
Screening CCOc1ccc(-c2cc3c(=O)n(CC(=O)NCc4ccc(F)cc4)ccn3n2)cc1 returned IP6K1 inhibitor -4, SNCA viab count 17% and SNCA expr inhib 151%[activator].
For Cc1ccc(S(=O)(=O)N2CCc3c(C(=O)NCC(C)C)cccc32)cc1 the results were HEK293 tox inconclusive, IP6K1 inhibitor -1, GPT2 inhibitor inactive, SNCA viab count 1%, SNCA expr inhib inconclusive, NIH3T3 tox inconclusive and FLuc inh -10%.
CCCN(C(=O)COc1cc(=O)n(CC)c2ccccc12)c1ccc(C(C)C)cc1 was read as IP6K1 inhibitor -14, SNCA viab count 9% and SNCA expr inhib inconclusive.
`CN1CCC2(C1)CN(Cc1ccccc1)c1ccc(C(=O)NCC3CC3)cc12` (configuration not stated) gave HEK293 tox 112µM*, IP6K1 inhibitor 1, GPT2 inhibitor 2%[88.5 µM], SNCA viab count 9%[87.6 µM], SNCA expr inhib 30%[87.6 µM], NIH3T3 tox inconclusive and FLuc inh 1%[172 µM].
COc1ccc(O)c(CN2CCC(CO)(Cc3ccccc3Cl)CC2)c1 was read as HEK293 tox inconclusive, IP6K1 inhibitor -4, GPT2 inhibitor inconclusive, SNCA viab count -26%, SNCA expr inhib -7%, NIH3T3 tox inconclusive and FLuc inh 0%.
`COc1ccc(-c2cn3cc(C(=O)NC4CC4)nc3s2)cc1` gave HEK293 tox inconclusive, IP6K1 inhibitor -7, GPT2 inhibitor inactive, SNCA viab count -9%[87.6 µM], SNCA expr inhib 28%[87.6 µM] and NIH3T3 tox inconclusive.
`CCN(C(=O)CSc1nc2ccccc2n1CC(=O)N1CCCC(C)C1)c1ccccc1` (configuration not stated) gave IP6K1 inhibitor 19, SNCA viab count inconclusive and SNCA expr inhib 4%.
CC(O)CNc1ccc(-c2nc(CCCc3ccccc3)no2)cn1 (configuration not stated) was read as HEK293 tox inconclusive, IP6K1 inhibitor 10, GPT2 inhibitor inconclusive, SNCA viab count -3%, SNCA expr inhib 102%[activator], NIH3T3 tox inconclusive and FLuc inh 45µM*.
CC1(C)CC[C@]2(C(=O)O[C@@H]3O[C@H](CO)[C@@H](O)[C@H](O)[C@H]3O)CC[C@]3(C)C(=CCC4[C@@]5(C)C[C@@H](O)[C@H](O)[C@@](C)(CO)C5CC[C@]43C)C2C1 (some centres not stated) was read as IP6K1 inhibitor 7, GPT2 inhibitor inactive and SNCA viab count -9%[23.9 µM].
